Compound activity from PubChem.
Tcruzi prolif: T. cruzi proliferation inhibition; 5.9% of 77,000 active; T. cruzi beta-gal in NIH3T3, GalScreen luminescence, 90 h; inhibition, % at 8.34 µM; AID 624255;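 active means mean inhibition above about 93%, with at least 55% of replicates each passing it, limit read from the data, passing the limit was not always enough; inconclusive means only one of those two conditions holds; inactive means neither condition holds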
KDM4C inh: blocks human GASC-1 (KDM4C) demethylase activity | GST-KDM4C 2-372, H3K9me3 peptide, LANCE TR-FRET | 0.15% of 96,000 active | inhibition, % at 12.5 µM;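 active means mean replicate inhibition above about 25%, with at least 55% of replicates also reaching it, limit read from the data, passing the limit was not always enough; inconclusive means only one of those two conditions met; inactive means neither condition met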
Target sequence (Q9H3R0 2-372 limits assumed): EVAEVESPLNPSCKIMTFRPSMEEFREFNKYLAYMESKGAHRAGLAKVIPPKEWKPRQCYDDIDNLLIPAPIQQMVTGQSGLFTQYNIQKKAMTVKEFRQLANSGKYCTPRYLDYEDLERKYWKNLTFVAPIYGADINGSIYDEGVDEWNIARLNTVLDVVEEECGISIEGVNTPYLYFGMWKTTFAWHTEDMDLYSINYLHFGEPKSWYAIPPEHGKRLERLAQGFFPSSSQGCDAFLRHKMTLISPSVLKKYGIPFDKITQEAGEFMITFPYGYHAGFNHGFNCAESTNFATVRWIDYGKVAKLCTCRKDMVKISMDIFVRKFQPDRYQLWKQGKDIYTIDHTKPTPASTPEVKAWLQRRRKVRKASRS
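material = GST-tagged GASC-1 (JMJD2C) catalytic fragment, aa 2-372 | amount = enzyme final amount 10 nM | medium = HEPES buffer, pH 7.5, plus ascorbate | also added = H3K9me3 peptide substrate, Fe(II), 2-oxoglutarate | dosing = single dose | times = 30 min demethylation and 1 h detection at room temperature | detection = LANCE TR-FRET | read-out basis = Fall in 671/618 emission ratio as inhibition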
C diff HTS: blocks growth of Clostridium difficile; Clostridium difficile clinical isolate growth, OD600, 24 h; stronger effect = lower value; growth activity, negative = inhibition, % at 16 µg/mL (by protocol); 0.25% of 86,000 active;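 active means mean growth activity at or below -80% and every replicate also at or below -80%; inconclusive means mean at or below -80% but some replicate above -80%; inactive means mean growth activity above -80%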;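 further: 0% = DMSO wells and -100% = levofloxacin 16 µg/mL wells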
Pf Dd2 inh: blocks growth of Plasmodium falciparum Dd2 parasites | P. falciparum Dd2 growth, SYBR Green, 72 h; stronger effect = lower value | activity change, % at 10 µM | 2.3% of 94,000 active | AID 1159554; in the data active means activity change below about -80%; inconclusive means no clear call, values can overlap the other calls
The depositor's hits bear a star; ? = inconclusive; / = not tested or not shown.

nr	structure	Tcruzi prolif	KDM4C inh	C diff HTS	Pf Dd2 inh
1	COc1ccc(NC(=O)Nc2ccc3c(c2)C(=O)N([C@H](C)CO)C[C@@H](C)[C@@H](CN(C)C(=O)Nc2ccc4c(c2)OCO4)O3)cc1	11	-1.1	-4	-13
2	CO[C@@H]1CN(C)C(=O)c2ccc(NS(C)(=O)=O)cc2OC[C@H](C)N(CCC(F)(F)F)C[C@H]1C	20	0.4	1	4
3	COc1cccc(C(=O)Nc2ccc3c(c2)C(=O)N(C)[C@H]2CC[C@@H](CC(=O)N[C@H](C)c4ccccc4)O[C@H]2CO3)c1	65	0.6	3	11
4	CCCC#Cc1ccc([C@@H]2[C@@H](CO)N3C(=O)CN(C(=O)NC4CCCC4)C[C@@H]23)cc1	/	0.6	-6	-44
5	C/C=C/c1ccc2c(c1)O[C@H](CN(C)C(=O)C1CCC1)[C@H](C)CN([C@@H](C)CO)S2(=O)=O	43	-0.8	/	44
6	Cc1noc(C)c1NC(=O)Nc1ccc2c(c1)CC(=O)N([C@H](C)CO)C[C@H](C)[C@H](CN(C)Cc1ccc(Oc3ccccc3)cc1)O2	26	-1.5	8	0
7	C[C@@H]1CN([C@@H](C)CO)C(=O)c2cc(C#CCc3ccccc3)cnc2O[C@H]1CN(C)C(=O)C1CCOCC1	/	0.8	3	-14
8	CCCNC(=O)N1CC(=O)N2[C@H](CO)[C@@H](c3ccc(-c4ccc(C)cc4)cc3)[C@@H]2C1	/	0.2	-13	1
9	CC(C)NC(=O)N(C)C[C@@H]1OCCCC[C@@H](C)Oc2ccc(N(C)C)cc2C(=O)N([C@H](C)CO)C[C@@H]1C	32	3.9	1	33
10	COc1ccc(NC(=O)N(C)C[C@H]2Oc3c(NC(=O)c4ccc(-c5nccs5)cc4)cccc3C(=O)N([C@H](C)CO)C[C@@H]2C)cc1	-52	0.8	-1	9
11	COc1cccc(-c2ccc3c(c2)O[C@@H](CN(C)Cc2ccncc2)[C@@H](C)CN([C@@H](C)CO)S3(=O)=O)c1	/	-1.6	1	-65
12	COc1cccc(CN2[C@H](CO)[C@H](c3ccccc3)C23CN(C(=O)C2CCOCC2)C3)c1	/	0.0	-2	-3
13	CO[C@H]1CN(C)C(=O)c2cc(NS(=O)(=O)CC(F)(F)F)ccc2OC[C@H](C)N(Cc2ccccn2)C[C@@H]1C	59	-0.8	/	-9
14	Cc1cccc(CN(C)C[C@@H]2Oc3ncc(C#Cc4ccccc4)cc3C(=O)N([C@H](C)CO)C[C@@H]2C)c1	87	-2.4	36	-52
15	Cc1ccc(S(=O)(=O)N(C)C[C@@H]2Oc3ccc(NC(=O)Nc4ccc(C(F)(F)F)cc4)cc3C(=O)N([C@H](C)CO)C[C@H]2C)cc1	-222	6.3	4	16
16	CCCc1cn(CC[C@@H]2CC[C@@H](NC(=O)C3CC3)[C@H](CO)O2)nn1	/	1.4	-2	-8
17	CCCC#Cc1ccc(CC[C@H]2O[C@H]3CC[C@@H](CO)O[C@H]3C[C@@H]2n2cc(C(C)(C)O)nn2)cc1	/	/	-11	-2
18	C[C@H]1CN([C@@H](C)CO)C(=O)c2cc(NC(=O)Nc3ccc(F)cc3)ccc2O[C@H]1CN(C)Cc1ccc(-c2ccccc2)cc1	98*	-1.7	56	-5
19	CCCNC(=O)N1C[C@@H]2[C@H](c3ccccc31)[C@@H](CO)N2C(=O)Nc1ccccc1	-43	-1.4	-5	4
20	CC(C)NC(=O)Nc1ccc2c(c1)C(=O)N(C)[C@@H]1CC[C@H](CC(=O)NC3CCCCC3)O[C@@H]1CO2	0	0.3	0	2
21	O=C(Cc1cccnc1)N1CC(=O)N2[C@@H](CO)[C@H](c3ccc(C4=CCCC4)cc3)[C@@H]2C1	/	0.3	-1	25
22	O=C(C[C@H]1CC[C@@H]2[C@H](COC[C@@H](O)CN2C(=O)Nc2ccccc2)O1)NCCCN1CCOCC1	4	-1.1	/	7
23	C[C@H]1CN([C@@H](C)CO)C(=O)Cc2cc(NC(=O)Nc3cccc4ccccc34)ccc2O[C@H]1CN(C)Cc1ccc(C(=O)O)cc1	/	1.3	-2	-4
24	Cc1noc(C)c1NC(=O)N(C)C[C@@H]1Oc2c(NS(=O)(=O)c3ccccc3)cccc2C(=O)N([C@@H](C)CO)C[C@H]1C	-7	-0.3	-3	31
25	CNC[C@H]1OCCCC[C@@H](C)Oc2ccc(NC(=O)Cc3ccccc3)cc2C(=O)N([C@H](C)CO)C[C@@H]1C	0	2.0	0	19
26	CO[C@@H]1CN(C)C(=O)c2ccc(NC(=O)C3CC3)cc2OC[C@H](C)N(C(=O)c2cccnc2)C[C@H]1C	42	1.8	/	34
27	CO[C@@H]1CN(C)C(=O)c2cc(NC(=O)Nc3ccccc3)ccc2OC[C@@H](C)N(C(=O)CC2CC2)C[C@H]1C	52	0.0	/	11
28	CNC(=O)C[C@@H]1CC[C@@H]2[C@H](COC[C@@H](O)CN2Cc2ccncc2)O1	-6	9.5	0	3
29	C[C@H](CO)N1C[C@H](C)[C@H](CN(C)CC2CC2)Oc2cc(-c3cncnc3)ccc2S1(=O)=O	62	-0.5	/	34
30	C[C@@H]1CN([C@@H](C)CO)C(=O)c2cccc(NC(=O)C3CC3)c2O[C@H]1CN(C)C(=O)Nc1ccccc1	44	0.1	-2	21

3 neighbouring entries out of the list so far, quoted:
nr	structure	Tcruzi prolif	KDM4C inh	C diff HTS	Pf Dd2 inh
28	CNC(=O)C[C@@H]1CC[C@@H]2[C@H](COC[C@@H](O)CN2Cc2ccncc2)O1	-6	9.5	0	3
29	C[C@H](CO)N1C[C@H](C)[C@H](CN(C)CC2CC2)Oc2cc(-c3cncnc3)ccc2S1(=O)=O	62	-0.5	/	34
30	C[C@@H]1CN([C@@H](C)CO)C(=O)c2cccc(NC(=O)C3CC3)c2O[C@H]1CN(C)C(=O)Nc1ccccc1	44	0.1	-2	21

The listing continues.
nr	structure	Tcruzi prolif	KDM4C inh	C diff HTS	Pf Dd2 inh
31	O=C(C1CCCC1)N1CC(=O)N2[C@H](CO)[C@@H](c3ccc(-c4cccnc4)cc3)[C@H]2C1	/	0.1	-5	-8
32	C/C=C/c1cccc(-c2nc(C(=O)N(C)C)cc3c2[C@@H](CCO)N([S@](=O)C(C)(C)C)C3)c1	/	0.0	-3	32
33	C[C@@H]1CN([C@H](C)CO)C(=O)Cc2cc(NC(=O)Nc3ccc4c(c3)OCO4)ccc2O[C@@H]1CN(C)S(=O)(=O)c1ccc(Cl)cc1	-49	-0.3	19	4
34	O=C(c1ccccc1)N1CC(=O)N2[C@H](C1)[C@H](c1ccc(C#Cc3ccccc3)cc1)[C@@H]2CO	/	1.1	-4	11
35	O=C(CCN1CCCCC1)N[C@@H]1CC[C@H](CCNS(=O)(=O)c2ccc(F)cc2)O[C@@H]1CO	-14	1.4	-2	29
36	O=C(C[C@H]1CC[C@@H](NC(=O)CCN2CCCCC2)[C@@H](CO)O1)NCc1ccc(Cl)c(Cl)c1	-1	-0.9	/	2
37	Cc1noc(C)c1NC(=O)Nc1ccc2c(c1)C(=O)N([C@@H](C)CO)C[C@H](C)[C@@H](CN(C)Cc1ccccc1)O2	7	0.3	-1	21
38	CC(C)CC#Cc1ccc2c(c1)O[C@H](CN(C)C(=O)c1cccc(F)c1)[C@@H](C)CN([C@@H](C)CO)S2(=O)=O	126*	-0.7	4	-41
39	C[C@@H]1CN([C@H](C)CO)C(=O)c2cc(NC(=O)Cc3ccccc3)ccc2O[C@@H](C)CCCCO[C@@H]1CN(C)C(=O)c1ccccc1	/	0.4	4	-6
40	C[C@H](CO)N1C[C@H](C)[C@@H](CN(C)C(=O)C2CC2)Oc2cc(-c3cccnc3)ccc2S1(=O)=O	45	4.3	/	48
41	CO[C@H]1CN(C)C(=O)c2cc(NC(=O)Cc3ccccc3)ccc2OC[C@@H](C)N(C)C[C@@H]1C	-35	-1.4	-2	/
42	CO[C@H]1CN(C)C(=O)c2ccc(NC(=O)NC(C)C)cc2OC[C@H](C)N(CCC(F)(F)F)C[C@@H]1C	8	-0.6	/	-26
43	Cc1ccc(S(=O)(=O)N[C@@H]2CC[C@H](CCn3cc(-c4cccc(F)c4)nn3)O[C@H]2CO)cc1	-3	-0.2	5	-23
44	N#C[C@H]1[C@@H](c2ccc(C3=CCCCC3)cc2)[C@@H](CO)N1S(=O)(=O)c1ccccc1	86	-1.1	13	-29
45	CN1CCCCN2[C@H](CO)[C@H](c3ccc(C#Cc4ccccc4F)cc3)[C@@H]2C1	9	-0.7	-9	17
46	CN(C)C(=O)[C@H]1[C@H](CO)[C@H]2Cn3c(ccc(C4=CCCC4)c3=O)[C@@H]1N2C	32	-0.5	-1	22
47	COCC(=O)Nc1ccc2c(c1)[C@H]1C[C@@H](CC(=O)NC3CCCCC3)O[C@@H](CO)[C@H]1O2	0	-1.3	/	23
48	CCOC(=O)N(C)C[C@@H]1OCc2cn(nn2)CCCC(=O)N([C@H](C)CO)C[C@H]1C	-3	-0.1	/	12
49	Cc1cccc(S(=O)(=O)N2C[C@H](O)COC[C@H]3O[C@@H](CC(=O)N4CCN(C)CC4)CC[C@@H]32)c1	-7	-4.8	-2	10
50	O=C(Nc1ccc2c(c1)[C@@H]1C[C@@H](CC(=O)N3CCOCC3)O[C@@H](CO)[C@@H]1O2)NC1CCCC1	0	/	0	1
51	C[C@H]1CCCCO[C@H](CN(C)Cc2ccc3c(c2)OCO3)[C@@H](C)CN([C@@H](C)CO)C(=O)c2cc(NC(=O)c3ccncc3)ccc2O1	29	12	-2	-42
52	Cc1ccc(CN2CC(=O)N3[C@H](CO)[C@@H](c4ccc(-c5cccnc5)cc4)[C@H]3C2)cc1	/	0.1	-6	-4
53	C[C@H]1CN([C@@H](C)CO)C(=O)c2cc(NC(=O)c3ccncc3)ccc2O[C@H]1CN(C)Cc1ccc(C(F)(F)F)cc1	69	-0.1	4	7
54	Cc1ccc(S(=O)(=O)Nc2ccc3c(c2)C(=O)N([C@H](C)CO)C[C@@H](C)[C@H](CN(C)CC2CCCCC2)OCCCC[C@@H](C)O3)cc1	?	-0.9	10	-63
55	Cc1ccc(S(=O)(=O)Nc2ccc3c(c2)C(=O)N([C@@H](C)CO)C[C@H](C)[C@H](CN(C)C(=O)Nc2ccccc2)O3)cc1	-17	1.0	-2	14
56	COCCNC(=O)C[C@@H]1C[C@H]2c3cc(NC(=O)c4cccnc4)ccc3O[C@H]2[C@H](CO)O1	21	-0.5	-1	8
57	CC(C)NC(=O)N(C)C[C@H]1OCCCC[C@H](C)Oc2ccc(NS(=O)(=O)c3ccc(Cl)cc3)cc2C(=O)N([C@@H](C)CO)C[C@@H]1C	-37	-0.1	0	/
58	CCCC(=O)Nc1ccc2c(c1)C(=O)N(C)C[C@@H](OC)[C@H](C)CN(C(=O)c1cnccn1)[C@@H](C)CO2	32	-1.1	-2	21
59	CC(=O)N1[C@@H]2c3ccc(-c4ccccc4)c(=O)n3C[C@H]1[C@H](CO)[C@H]2C(=O)N1CCN(C)CC1	24	-1.2	1	12
60	C[C@H](CO)N1C[C@H](C)[C@@H](CN(C)Cc2ccccc2)Oc2ccc(NC(=O)c3ccncc3)cc2C1=O	33	-0.8	3	14

Grouped by structure, the entries above containing a Cl atom.
nr	structure	Tcruzi prolif	KDM4C inh	C diff HTS	Pf Dd2 inh
33	C[C@@H]1CN([C@H](C)CO)C(=O)Cc2cc(NC(=O)Nc3ccc4c(c3)OCO4)ccc2O[C@@H]1CN(C)S(=O)(=O)c1ccc(Cl)cc1	-49	-0.3	19	4
36	O=C(C[C@H]1CC[C@@H](NC(=O)CCN2CCCCC2)[C@@H](CO)O1)NCc1ccc(Cl)c(Cl)c1	-1	-0.9	/	2
57	CC(C)NC(=O)N(C)C[C@H]1OCCCC[C@H](C)Oc2ccc(NS(=O)(=O)c3ccc(Cl)cc3)cc2C(=O)N([C@@H](C)CO)C[C@@H]1C	-37	-0.1	0	/

Going on with the list:
Every second line gives: Tcruzi prolif | KDM4C inh | C diff HTS | Pf Dd2 inh
61) C[C@H](CO)N1C[C@H](C)[C@H](CN(C)S(=O)(=O)c2ccccc2)Oc2ncc(-c3ccccc3)cc2C1=O
    73 | 1.0 | 2 | -37
62) CCCNC(=O)N1CC2(CN(S(=O)(=O)CC)C2)c2c(n(C)c3cc(OC)ccc23)[C@H]1CO
    / | -0.8 | 8 | 13
63) CC=Cc1ccc2n(c1=O)C[C@@H]1[C@@H](CO)[C@H](C(=O)N3CCC(Cc4ccccc4)CC3)N(CCC)[C@H]21 (mixture of isomers)
    / | 3.9 | 0 | ?
64) COCC(=O)Nc1ccc2c(c1)C(=O)N(C)[C@H]1CC[C@@H](CC(=O)NCc3ccccc3)O[C@@H]1CO2
    34 | 2.3 | 12 | 1
65) CO[C@@H]1CN(C)C(=O)c2ccc(NS(=O)(=O)c3cccc(F)c3)cc2OC[C@H](C)N(Cc2cc(F)ccc2F)C[C@H]1C
    / | 1.2 | / | 1
66) COCC(=O)N(C)C[C@H]1Oc2cc(C#CCC(C)C)ccc2S(=O)(=O)N([C@H](C)CO)C[C@@H]1C
    63 | -1.3 | 0 | 24

Rows were taken by chance. Share with any hit: about 7.3%.
